# High-throughput results as filed in PubChem.
# PREPL inhibitor: PREPL enzyme inhibitors, primary screen, biochemical, fluorescence polarization. recombinant PREPL, fluorescence polarization activity-based probe. inhibition, % at 5.96 µM. 320,000 compounds, 0.68% hits; in the data active = inhibition above about 43%;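 note: 0% = enzyme with DMSO and 100% = wells lacking enzyme; many of its hits are not listed in these tables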
# Target sequence (Q4J6C6 whole entry, looked up): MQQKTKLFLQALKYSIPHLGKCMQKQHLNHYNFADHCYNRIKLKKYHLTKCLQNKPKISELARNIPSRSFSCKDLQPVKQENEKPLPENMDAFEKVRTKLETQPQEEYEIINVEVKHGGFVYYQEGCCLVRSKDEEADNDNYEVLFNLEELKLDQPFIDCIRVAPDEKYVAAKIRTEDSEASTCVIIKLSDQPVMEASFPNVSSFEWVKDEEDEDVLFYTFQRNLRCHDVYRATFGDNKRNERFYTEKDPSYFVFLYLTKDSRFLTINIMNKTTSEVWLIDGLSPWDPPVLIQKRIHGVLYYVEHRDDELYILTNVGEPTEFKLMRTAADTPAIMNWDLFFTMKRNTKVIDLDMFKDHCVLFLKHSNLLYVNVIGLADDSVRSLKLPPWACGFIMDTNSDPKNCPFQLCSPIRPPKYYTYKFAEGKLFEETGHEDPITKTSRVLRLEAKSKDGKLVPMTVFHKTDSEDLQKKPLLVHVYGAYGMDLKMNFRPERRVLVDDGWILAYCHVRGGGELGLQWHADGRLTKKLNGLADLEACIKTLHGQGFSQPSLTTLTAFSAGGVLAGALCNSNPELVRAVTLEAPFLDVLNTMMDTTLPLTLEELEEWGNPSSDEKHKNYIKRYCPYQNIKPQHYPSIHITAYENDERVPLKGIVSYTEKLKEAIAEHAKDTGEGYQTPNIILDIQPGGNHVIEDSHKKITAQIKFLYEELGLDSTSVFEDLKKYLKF
# TPT1 inhibitor: Candida albicans TPT1 enzyme inhibitors, primary screen, biochemical, fluorescence polarization. tRNA 2'-phosphotransferase TPT1 (Candida albicans SC5314). recombinant caTPT1, FP RNA substrate dephosphorylation. inhibition, % at 5 µM. 300,000 compounds, 0.81% hits;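 active = inhibition above the mean of all tested compounds plus 3 SD, set per screening campaign, cut at about 24% in these data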;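 note: plate controls were DMSO alone for no effect and ferristatin control at 100 nM for full effect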
# PP1 counter: PP1-alpha phosphatase inhibitors, primary screen, counter-screen for PP5 inhibitor project, biochemical, fluorescence, OMFP substrate, single point; Serine/threonine-protein phosphatase PP1-alpha catalytic subunit (Homo sapiens), P62136; purified PP1alpha; inhibition, % at 6.7 µM; 320,000 compounds, 0.9% hits; AID 2235, 2010;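 active = inhibition above the mean inhibition of all tested compounds plus 3 SD, computed separately for each screening campaign, cut at about 15% in these data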
# LYPLA2 counter: LYPLA2 inhibitors, primary screen, counter-screen for PME1 inhibitor project, biochemical, fluorescence polarization, FP-Rh probe ABPP | Acyl-protein thioesterase 2 (Homo sapiens), O95372 | recombinant LYPLA2 | inhibition, % at 5.9 µM | 320,000 compounds, 0.38% hits | AID 2177, 2009;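 active = inhibition above the screen-wide mean plus 3 SD, limit set per campaign, cut at about 26% in these data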;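 note: 0% = LYPLA2 with DMSO and 100% = wells lacking LYPLA2 enzyme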
# Target sequence (O95372 whole entry, looked up): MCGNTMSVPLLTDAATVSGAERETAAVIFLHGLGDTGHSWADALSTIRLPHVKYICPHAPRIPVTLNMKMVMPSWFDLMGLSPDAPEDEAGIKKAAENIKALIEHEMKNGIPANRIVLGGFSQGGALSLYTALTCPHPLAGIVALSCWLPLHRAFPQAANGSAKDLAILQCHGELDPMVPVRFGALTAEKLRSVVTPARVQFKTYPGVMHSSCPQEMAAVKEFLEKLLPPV
# JMJD2C inh: inhibitors of GASC-1 histone demethylase, primary screen, biochemical, fluorescence, DELFIA europium. inhibition, % at 2.35 µM. Lysine-specific demethylase 4C (Homo sapiens), Q9H3R0. GST-JMJD2C(1-420) H3K9me3 demethylation. AID 2099, 2009. 330,000 compounds, 0.069% hits;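 active = more than half of a compound's replicate wells show inhibition beyond 50%, single wells judged on their own value; inconclusive = some, but no more than half, of replicates pass 50% inhibition; inactive = no replicate passes 50% inhibition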;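 note: signal counts dimethyl H3K9 product captured on neutravidin plate; 0% = median of DMSO wells and 100% = 0.3 times that DMSO median; strong numbers were not always called active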
# Efflux pump mplx: inhibitors of Candida efflux pumps in yeast, primary screen, S. cerevisiae, Nile Red, multiplex; S. cerevisiae Candida pump triplex; AID 485275, 2010; inhibition, % at 10 µM; 330,000 compounds, 0.44% hits;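 active = plate passing quality check with inhibition over a set limit, or well fluorescence over plate mean plus 4 SD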;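 note: Nile Red retained in pooled yeast measured as flow cytometry median fluorescence; 0% = buffer negative control and 100% = Enniatin B positive control; higher means more Nile Red kept so more efflux inhibition; some compounds called inactive have numbers as strong as hits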
# PP5 primary: PP5 phosphatase inhibitors, primary screen, biochemical, fluorescence | inhibition, % at 6.7 µM | 320,000 compounds, 0.18% hits | AID 1987, 2009 | purified PP5c, OMFP substrate fluorescence;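 active = inhibition above the campaign's mean inhibition across all tested compounds plus 3 SD, cut at about 9.5% in these data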;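 note: 0% = DMSO only and 100% = 100 µM cantharidin control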
# CTSL1 counter: Fasciola hepatica cathepsin L1 inhibitors, primary screen, counter-screen for PFM18AAP inhibitor project, biochemical, QFRET, fluorogenic peptide substrate | recombinant F. hepatica cathepsin L1, Z-Leu-Arg-MCA fluorescence | inhibition, % at 5.96 µM | 300,000 compounds, 0.49% hits | AID 1906, 2009;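 active = inhibition above the mean of all tested compounds plus 3 SD, set per screening campaign, cut at about 17% in these data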;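 note: 0% = plate median of test compound wells and 100% = 1 µM Z-Phe-Ala-diazomethylketone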
# core dimer inh: inhibitors of HCV core protein dimerization, primary screen, biochemical, TR-FRET, high-throughput; 300,000 compounds, 0.33% hits; inhibition, % at 5 µM; TR-FRET GST/Flag-core106 dimerization, 1536-well;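 active = inhibition above the mean of all tested compounds plus 3 SD, set per screening campaign, cut at about 45% in these data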
#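 Test system: GST/Flag-tagged HCV core106 proteins; Medium: KF-containing HEPES buffer, pH 7.45, DTT, CHAPS, BSA; Times: compound-protein-antibody incubation 4 h at 22.5 °C; Detection: TR-FRET 671 and 617 nm emission; Benchmarks: wells lacking GST-core106 and wells with excess unlabelled core106.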
# Active calls of the source: *; ? = inconclusive; / = not tested or not shown; & = joins results of further samples.
SMILES,PREPL inhibitor,TPT1 inhibitor,PP1 counter,LYPLA2 counter,JMJD2C inh,Efflux pump mplx,PP5 primary,CTSL1 counter,core dimer inh
CC(=O)Nc1ccc(NC(=O)CCNC(=O)c2ccccc2Cl)cc1,-1,-1,-4,-1,-4,0.4,-3.2,5,0
CCOC(=O)c1[nH]c2ccc(OC)cc2c1NC(=O)c1ccccc1C(=O)O,6,6,0,2,0,0.0,1.0,-3,-18
Clc1ccc(Cn2cccc2C2=NCCO2)cc1,-4,-2,-2,5,-2,0.1,1.1,8,-2
COc1ccc(-c2nnc(-c3ccc(C)cc3)o2)cc1,10,1,0,-2,-9,-0.1,-0.8,-8,3
O=C(NCc1ccco1)c1cnn2c1NC(c1ccc(Br)cc1)CC2C(F)(F)F (configuration not stated),-3,1,4,3,48,0.2,6.9,4,10
O=C(CN1CCN(c2nc(-c3ccccc3)cs2)CC1)NNC(=O)c1ccco1,7,-1,2,-3,2,-0.3,-0.1,-1,0
COc1ccc(NC(=S)Nc2ccccc2)cn1,1,-2,-2,10,-4,0.0,-1.0,3,0
Cc1ccccc1N1CCN(Cc2cc3c(cc2[N+](=O)[O-])OCO3)CC1,18,-1,-1,-5,-29,0.2,1.9,2,0
Cc1ccc(S(=O)(=O)N(C)C)cc1NC(=O)COC(=O)c1ccc2c(c1)OCCO2,9,0,-2,1,?,-0.1,1.0,0,3
CCOCCCNS(=O)(=O)c1ccc(OC)c(Cl)c1Cl,25,-7,6,-5,8,0.0,-8.6,7,-5
O=C(C1CC1)N1CCC(c2nc(-c3ccc(S(=O)(=O)NCC4CCCO4)cc3)no2)CC1 (configuration not stated),8,4,-4,-4,70&9,0.0,1.8,0,1
Cc1ccc(-n2c(SCC(=O)N3CCOCC3)nnc2-c2cccnc2)cc1C,5,3,-7,-2,-5,-0.1,-0.3,11,-11
CC1SCC(=O)N(CC(=O)NCCc2ccccc2)C1=O (configuration not stated),19,-2,-5,2,11,0.0,-0.1,7,-2
CCc1nn2c(=O)cc(CSCC(=O)Nc3ccccc3F)nc2s1,16,-1,4,4,-4,0.2,1.2,-3,-7
Cc1[nH]n(-c2ccccc2)c(=O)c1N=Nc1ccccc1C(=O)N1CCCCC1,1,-2,3,7,13,0.0,0.8,-4,-2
COc1ccc(CC(=O)N2N=C(c3ccncc3)CC2(O)C(F)(F)F)cc1 (configuration not stated),9,4,-2,3,1,0.3,3.8,-5,1
COc1ccc(CNC(=O)C2CC(C)=CCC2C(=O)O)cc1 (configuration not stated),0,-4,-1,-5,3,0.1,1.2,-3,10
c1ccc(CCNc2nc(-c3ccccn3)nc3ccccc23)cc1,73*,0,29*,-5,-6,0.1,4.2,-2,9
O=S(=O)(Nn1cnnc1)c1ccc2ccccc2c1,9,-4,5,2,-10,0.1,3.3,3,3
Cc1ccc(S(=O)(=O)CC(O)COc2ccc(F)cc2Cl)cc1 (configuration not stated),-48,2,-4,5,20,0.0,0.8,7,-2
COc1ccc2[nH]c(=O)c(CNC3CCCCC3)cc2c1,2,-2,-2,-3,2,-0.1,2.2,2,-2
CCc1ccc(NC(=O)c2c(Cl)nc(C)c(Cl)c2C)cc1,6,-2,1,4,-1,-0.2,3.8,-1,-5
O=C(NN1C(=O)C2C3C=CC(C4CC34)C2C1=O)c1ccccc1Cl (configuration not stated),1,-1,-2,11,0,-0.1,0.0,5,0
COc1c(Cl)cc(-c2noc(C)c2C(=O)NC(C)C)cc1Cl,-2,1,-7,2,-7,0.2,1.8,0,5
CCOc1ccc(Cn2c3ccc(OC)cc3c3nc4ccccc4nc32)cc1OC,-6,-16,1,-7,-2,0.1,3.1,0,-3

# (next part)
SMILES,PREPL inhibitor,TPT1 inhibitor,PP1 counter,LYPLA2 counter,JMJD2C inh,Efflux pump mplx,PP5 primary,CTSL1 counter,core dimer inh
COc1cc(/C=N/NC(=O)c2ccccc2O)ccc1OCC(=O)Nc1ccccc1,5,4,18*,-10,1,-0.2,3.3,1,3
CCC1CN(S(=O)(=O)c2ccc3c(c2)NC(=O)CC(=O)N3)c2cc(Cl)ccc2O1 (configuration not stated),16,0,-2,-3,9,-0.2,2.3,4,7
CCCCC(=O)NC(c1ccc([N+](=O)[O-])cc1)c1c(O)ccc2ccccc12 (configuration not stated),8,3,4,1,-3,-0.3,5.9,-16,7
N=C1/C(=C\c2ccc(SCc3ccccc3)o2)C(=O)N=C2SC(CC(=O)N3CCOCC3)=NN12,19,27*,5,2,4,-0.2,0.0,0,8
O=C1CCN(CCc2ccccc2)CCN1[C@H](CSc1ccc(Br)cc1)Cc1ccccc1,9,5,5,-8,-10,/,5.0,2,3
C/C(=N\NC(=O)CO/N=C(\C)c1cccs1)c1ccc(N)cc1,12,-1,-1,-2,2,0.2,0.9,4,-4
COc1cc(-c2cc(C(=O)Nc3ccc(S(=O)(=O)NCc4ccco4)cc3)c3ccccc3n2)cc(OC)c1OC,-5,-4,5,-54,-1,-0.2,3.0,1,30
O=C(CSc1n[nH]c(-c2ccccn2)n1)Nc1ccccc1F,-12,-1,-2,4,-15,-0.1,2.5,-2,-2
O=C(CSc1nnc(-c2ccccc2F)o1)N1CCCC1,8,1,1,3,11,0.1,3.9,5,7
COc1cc(CNCCN(C)C)c(Br)cc1OC1CCCC1,-6,0,-3,1,77,-0.1,0.8,-3,-2
COCCN(C(=O)C1CC(=O)N(Cc2ccc(C)cc2)C1)c1c(N)n(CC(C)C)c(=O)[nH]c1=O (configuration not stated),3,/,-8,5,0,-0.1,-0.7,/,/
O=S(=O)(NC1CCSc2ccccc21)c1ccccc1 (configuration not stated),-2,1,-3,3,5,0.2,5.4,-1,3
O=c1c(-c2ccccc2)n[nH]c2ccccc12,9,2,-1,3,6,-0.1,1.6,5,3
COc1ccc(CNC(=O)COC(=O)C2=COCCO2)cc1,1,-6,0,-2,-10,-0.2,-0.6,-7,-4
S=C1NCCOCCOCCNC(=S)N2CCOCCOCCN1CCOCCOCC2,-2,-4,-5,2,6,0.0,0.4,-3,-2
COc1cccc(Cn2cccc(NC(=O)NCc3ccccc3)c2=O)c1,-3,0,-1,8,-1,-0.1,-2.4,2,-11
CCN(CC)S(=O)(=O)c1ccc(N2CCCC2)c(C(=O)OCC(=O)N2CCCC2)c1,-9,0,-4,-1,5,0.1,-0.5,2,-2
CC(C)CNC(=O)c1ccc(Cl)c(Cl)c1,-28,0,0,-9,2,0.0,1.9,-3,-8
CC(C)N(c1nnc(N)s1)C(C)C,-1,-1,-2,4,-12,0.1,-0.4,0,-5
CCn1c(Cc2ccccc2)nnc1SCc1nc2ccccc2c(=O)[nH]1,14,-2,3,4,4,-0.1,2.4,0,0
Cc1cccc(NC(=O)CN2CCN(CC(=O)Nc3ccc(-c4ccccc4)cc3)CC2)c1C,8,6,1,-4,22,0.5,0.6,1,-4
COc1ccc(CNC(=O)COC(=O)C(CCSC)NC(=O)c2ccco2)cc1OC (configuration not stated),8,/,-2,5,-6,-0.2,0.7,/,/
Cc1ccccc1C(=O)NC(CC(C)C)C(=O)NN1C(=O)c2ccccc2C1=O (configuration not stated),3,-2,2,5,12,0.1,0.1,6,0
COc1ccc(N(CC(=O)NC2CCCC2)C(=O)Cn2nnc(-c3ccc(F)cc3)n2)cc1,-2,1,-1,-1,8,0.8,-1.3,0,10
CCOc1ccc(C(C)=O)cc1CN1C(=O)NC2(CCCCC2C)C1=O (configuration not stated),1,-1,1,2,4,0.0,2.8,-3,-8

# Next section:
SMILES,PREPL inhibitor,TPT1 inhibitor,PP1 counter,LYPLA2 counter,JMJD2C inh,Efflux pump mplx,PP5 primary,CTSL1 counter,core dimer inh
COC(=O)C1=C(C)Nc2nnnn2C1c1cccs1 (configuration not stated),14,0,1,8,5,-0.2,3.9,-2,-3
COc1ccc(CNC(=O)COc2ccc([N+](=O)[O-])cc2)cc1,1,0,2,2,0,-0.1,9.5,1,2
Cc1ccc(NC(=O)C(c2ccccc2)c2ccccc2)c(O)c1,-12,5,1,-7,9,-0.3,5.3,1,0
Cc1ccccc1C(=O)N1CCN(c2ccc(NC(=O)c3ccc4c(c3)OCO4)cc2)CC1,21,-3,0,14,-31,0.4,0.6,7,0
CSCC[C@H](NC(=O)C1CCN(S(=O)(=O)c2ccc(C)cc2)CC1)C(=O)NCc1ccco1,14,3,-1,1,1,0.2,1.7,7,8
O=C(O)c1ccccc1C(=O)Nc1ccc(Nc2ccc([N+](=O)[O-])cc2[N+](=O)[O-])cc1,13,-1,4,14,-2,-0.1,1.3,5,3
O=C(NCc1ccc2c(c1)OCO2)c1ccc(CSCc2ccccc2Cl)o1,-8,-2,3,-7,13,0.2,1.8,-1,-1

# An excerpt. The share of hits here may be higher or lower than overall.
